Bioassay records deposited in PubChem BioAssay by several laboratories.
MsrA act: bovine MsrA enzyme activators, primary screen, biochemical, absorbance, HTS | purified bovine MsrA, absorbance read-out | activation, % at 10.6 µM | 0.3% of 360,000 active | AID 602163, 2012; in the data active means activation above about 7.5%;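 further: 0% = vehicle and 100% = reference activator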
PABP1 MLLE inh: inhibitors of PABP1 MLLE–PAM2 peptide binding, primary screen, biochemical, fluorescence polarization, FITC-PAM2, GST-MLLE. Polyadenylate-binding protein 1 (Homo sapiens), P11940. inhibition, % at 20 µM. 0.36% of 360,000 active. AID 588489, 2011; in the data active means inhibition above about 35%, passing the limit was not always enough;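 further: plate controls were DMSO wells with GST-MLLE for no effect and wells lacking GST-MLLE protein for full effect; some results filed as inactive read as strong as hits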
Rin1 Abl inh: inhibitors of Rin1-Abl protein binding, primary screen, biochemical, TR-FRET; Tyrosine-protein kinase ABL1 (Homo sapiens) + Ras and Rab interactor 1 (Homo sapiens), …; 0.4% of 360,000 active; inhibition, % at 7.35 µM; in the data active means inhibition above about 5%, passing the limit was not always enough
MsrA inhibitor: bovine MsrA enzyme inhibitors, primary screen, biochemical, absorbance, HTS; purified bovine MsrA, absorbance read-out; 0.75% of 360,000 active; AID 651718, 2012; inhibition, % at 15.5 µM; Methionine sulfoxide reductase A (Bos taurus); in the data active means inhibition above about 4.5%;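 further: 0% = vehicle wells with enzyme and 100% = reference inhibitor wells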
FAS TE block: FAS thioesterase domain inhibitors, primary screen, biochemical, fluorescence intensity, uHTS | Fatty acid synthase (Homo sapiens), P49327 | recombinant FAS-TE, OMFH fluorogenic substrate, fluorescence endpoint | inhibition, % at 15 µM | 0.67% of 360,000 active | AID 602261, 2012;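 active means compounds whose normalised, plate-corrected inhibition of enzyme fluorescence in the single-dose primary screen is 50% or more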;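 further: 0% = DMSO with enzyme and 100% = substrate without enzyme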
eLon inh: inhibitors of E. coli Lon protease, primary screen, biochemical, fluorescence polarization; P0A9M0; purified E. coli Lon protease; inhibition, % at 7.94 µM; 0.42% of 360,000 active; in the data active means inhibition above about 13%, passing the limit was not always enough;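 further: 0% = enzyme with probe and DMSO and 100% = no enzyme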
CSN deneddyl inh: inhibitors of CSN-mediated cullin deneddylation, primary screen, biochemical, fluorescence polarization, uHTS | COP9 signalosome complex subunit 5 (Homo sapiens), Q92905 | 0.38% of 360,000 active | Purified CSN, SCF-Nedd8-OG deneddylation | AID 651999, 2013 | inhibition, % at 12.5 µM;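 active means pattern-corrected inhibition above about 35%, with an unprinted fluorescence ratio check between 0.5 and 1.5, limit read from the data, passing the limit was not always enough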;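 further: 0% = enzyme with substrate and 100% = substrate without enzyme; some results filed as inactive read as strong as hits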
Target sequence (Q92905 whole entry, looked up, one chain of several): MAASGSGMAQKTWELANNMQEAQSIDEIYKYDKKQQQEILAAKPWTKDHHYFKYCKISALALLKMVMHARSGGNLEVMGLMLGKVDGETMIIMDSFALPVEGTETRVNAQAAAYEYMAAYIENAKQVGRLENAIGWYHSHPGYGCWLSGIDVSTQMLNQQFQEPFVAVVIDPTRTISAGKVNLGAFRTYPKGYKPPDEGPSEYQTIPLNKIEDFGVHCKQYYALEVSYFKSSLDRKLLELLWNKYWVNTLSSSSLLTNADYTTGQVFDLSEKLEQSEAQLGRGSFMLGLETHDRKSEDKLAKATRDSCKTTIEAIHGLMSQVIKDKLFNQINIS
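Material: human Csn5 produced in HEK293T cells; Input: enzyme 0.24 nM; Reagent: SCFSkp2-Nedd8OG substrate at 10 nM final; Dosing: 12.5 µM compound; Incubation: 90 min reaction at room temperature; Detection: fluorescence polarization of the substrate; Evaluation: % inhibition of substrate cleavage by Csn5; Control set: substrate-only high control, full reaction low control.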
MT1-MMP act inh: blockers of MT1-MMP proenzyme processing, primary screen, HT1080 RFP-PRO-GFP cells, GFP/RFP fluorescence | Matrix metalloproteinase-14 (Homo sapiens), P50281 | GFP/RFP ratio fluorescence, overnight; percent of plate control window, DMSO zero | GFP/RFP ratio change, % at 20 µM | 0.061% of 360,000 active;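 active means GFP/RFP ratio change of at least 30% with cell ATP level not reduced by more than half and red fluorescence within 50% of control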; further: strong numbers were not always called active
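Assay system: HT1080 RFP-PRO-GFP cells. Benchmarks: DMSO vehicle wells and RFP-L50D-GFP reporter cell wells. Times: overnight cell settling, then overnight compound exposure, 37 °C, 5% CO2. Compound: 20 µM single dose, 1% DMSO. Read-out basis: GFP/RFP fluorescence ratio.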
Rpn11 inh: Rpn11 (PSMD14) deubiquitinase inhibitors, primary screen, biochemical, fluorescence polarization, uHTS. calls only at 20 µM. human 26S proteasome, Ub4-pepOG fluorescence polarization; 20S core pre-blocked with epoxomicin. 0.59% of 360,000 active. AID 588493, 2011. 26S proteasome non-ATPase regulatory subunit 14 (Homo sapiens), O00487;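 active means inhibition at 20 µM, scaled to each plate's controls, above about 33%, limit read from the data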
Target sequence (O00487 whole entry, looked up): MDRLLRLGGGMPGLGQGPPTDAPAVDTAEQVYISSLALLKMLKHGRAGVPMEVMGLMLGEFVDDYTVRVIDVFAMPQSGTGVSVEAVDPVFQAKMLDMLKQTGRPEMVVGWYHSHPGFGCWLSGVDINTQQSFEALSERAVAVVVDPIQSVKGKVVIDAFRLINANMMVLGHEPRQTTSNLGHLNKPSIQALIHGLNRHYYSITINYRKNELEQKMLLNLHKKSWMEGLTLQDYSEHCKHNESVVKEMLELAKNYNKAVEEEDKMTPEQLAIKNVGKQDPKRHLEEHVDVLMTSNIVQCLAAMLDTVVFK
Starred values were filed as active, the others as inactive; i = inactive; / = not tested or not shown; + = active, no number. No enrichment for hits; 3.7% or so of the library scored in one or more.

SMILES	MsrA act	PABP1 MLLE inh	Rin1 Abl inh	MsrA inhibitor	FAS TE block	eLon inh	CSN deneddyl inh	MT1-MMP act inh	Rpn11 inh
CC1(c2nnc(-c3ccc(F)cc3)o2)CC(c2cccnc2)=NO1 (stereo not given)	-1	-5	1	-0.4	-9	0	0	3	i
CC(C)(C)c1ccc2c(c1)OC(C(=O)N/N=C\c1ccc[nH]1)CO2 (stereo not given)	-2	-1	-3	1.1	14	-11	3	-20	i
O=C(c1cc2nc(-c3ccco3)cc(C(F)(F)F)n2n1)N1CCN(c2ccccc2)CC1	1	1	0	1.4	7	-9	4	-1	i
O=C(NC(=S)Nc1cc(Cl)ccc1N1CCOCC1)c1ccccc1[N+](=O)[O-]	-7	17	-2	0.4	28	-1	0	-3	i
O=C(NCc1ccccc1)c1cc(C2COCCN2C(=O)c2cccs2)on1 (stereo not given)	-4	10	3	0.4	-1	4	0	-2	i
Cc1ccc(S(=O)(=O)c2nc(S(C)(=O)=O)sc2N2CCCCCC2)cc1	-12	1	4	1.9	8	6	-4	-5	i
CC(NC(=O)NCCCn1ccnc1)(C(F)(F)F)C(F)(F)F	-9	-6	0	-1.8	-9	0	-1	-1	i
COc1ccccc1NC(=O)c1ccc(NC(=O)C2CC2C)cc1 (stereo not given)	0	5	0	-0.7	-1	-10	-1	-1	i
CCOc1ccc(C(=O)Nc2nnc(C3=COCCO3)o2)cc1	-3	-9	2	0.8	-8	5	2	1	i
O=C(N/N=C\c1ccc(-c2ccc([N+](=O)[O-])cc2)o1)C1COc2ccccc2O1 (stereo not given)	-1	-28	1	-0.6	5	-2	-12	-2	+
COc1ccc(N(CC(=O)NCc2ccco2)S(=O)(=O)c2c(C)nn(C)c2C)cc1	-3	-19	-3	0.6	-3	-3	0	-1	i
CCC1(C)Cc2ccccc2-c2nc(-c3ccccc3)oc(=O)c21 (stereo not given)	-2	4	1	0.0	17	-5	-1	0	i
COc1cccc(-n2c(COc3ccc(C)cc3)nnc2SCC(N)=O)c1	-5	-107	3	-0.3	-6	-3	4	5	i
Cn1cccc1C(C(=O)NC1CCCCC1)N(C(=O)Cc1cccs1)c1ccc2c(c1)OCO2 (stereo not given)	-3	-11	3	0.6	17	-12	-3	3	i
CC(C)c1cc(CNC(=O)CC2C(=O)NCCN2CC2CCCCC2)on1 (stereo not given)	-6	23	2	-0.6	-9	18	-2	1	i
CCCS(=O)(=O)NC(=O)C1(C)CCN(C(=O)c2c(F)cccc2F)C1 (stereo not given)	-2	-2	4	0.0	-9	-6	3	4	i
Cc1c(C)c(C)c(S(=O)(=O)N2CCNCC2)c(C)c1C	0	9	1	0.0	-4	1	3	-16	i
COc1ccc(NS(=O)(=O)c2cc(N/C(=N\S(=O)(=O)c3ccccc3)c3ccc(F)cc3)ccc2Cl)cc1	-2	12	2	1.3	30	4	2	-3	i
COC(=O)c1ccc(NC(=O)CSCc2ccccc2)cc1	-2	12	-3	/	3	2	1	-8	i
CCCc1nnc(SCC(=O)Nc2ccc(OC)cc2)o1	-9	7	1	-0.7	-2	14	2	2	i
O=C(NC(=S)Nc1cccc(O)c1)C1CCCCC1	-11	11	4	-0.1	-5	-2	3	2	i
C=CCN1C(=O)/C(=C\c2cccc(OC(=O)c3ccco3)c2)SC1=S	-3	-1	1	0.5	22	-6	-3	1	i
CCOC(=O)COc1ccc(Br)cc1/C=C/c1[nH]c(=O)[nH]c(=O)c1[N+](=O)[O-]	-4	-6	-1	3.8	5	6	39*	-2	i
CCN1C(=O)[C@H]2[C@@H](c3ccc(C)cc3)N3C(=O)N(c4cccc(Cl)c4)C(=O)[C@@]3(Cc3ccc(Cl)cc3)[C@H]2C1=O	-1	2	4	-1.1	86*	-17	4	1	i
O=C(c1cn(-c2ccccc2)nc1-c1cccs1)N1CCN(c2ccccc2)CC1	5	0	-5	/	22	-3	-3	-4	i

Record cards, from the list above:
CC1(c2nnc(-c3ccc(F)cc3)o2)CC(c2cccnc2)=NO1 (stereo not given) as listed: MsrA act = -1; PABP1 MLLE inh = -5; Rin1 Abl inh = 1; MsrA inhibitor = -0.4; FAS TE block = -9; eLon inh = 0; CSN deneddyl inh = 0; MT1-MMP act inh = 3; Rpn11 inh = i
COc1ccc(N(CC(=O)NCc2ccco2)S(=O)(=O)c2c(C)nn(C)c2C)cc1 as listed: MsrA act = -3; PABP1 MLLE inh = -19; Rin1 Abl inh = -3; MsrA inhibitor = 0.6; FAS TE block = -3; eLon inh = -3; CSN deneddyl inh = 0; MT1-MMP act inh = -1; Rpn11 inh = i
O=C(c1cn(-c2ccccc2)nc1-c1cccs1)N1CCN(c2ccccc2)CC1 as listed: MsrA act = 5; PABP1 MLLE inh = 0; Rin1 Abl inh = -5; MsrA inhibitor = /; FAS TE block = 22; eLon inh = -3; CSN deneddyl inh = -3; MT1-MMP act inh = -4; Rpn11 inh = i

Back to the main list; the 2 compounds before the break are reprinted first.
SMILES	MsrA act	PABP1 MLLE inh	Rin1 Abl inh	MsrA inhibitor	FAS TE block	eLon inh	CSN deneddyl inh	MT1-MMP act inh	Rpn11 inh
CCN1C(=O)[C@H]2[C@@H](c3ccc(C)cc3)N3C(=O)N(c4cccc(Cl)c4)C(=O)[C@@]3(Cc3ccc(Cl)cc3)[C@H]2C1=O	-1	2	4	-1.1	86*	-17	4	1	i
O=C(c1cn(-c2ccccc2)nc1-c1cccs1)N1CCN(c2ccccc2)CC1	5	0	-5	/	22	-3	-3	-4	i
CC(NC(=O)C(=O)Nc1nccs1)c1ccccc1 (stereo not given)	-3	-22	-2	0.0	-8	0	2	0	i
CCC(C(=O)NC1CCCC1)N(C(=O)Cn1nnc(-c2ccc(C)o2)n1)c1ccccc1OC (stereo not given)	-2	5	1	-0.7	1	-9	0	1	i
CCCCNC(=S)N/N=C/c1ccc(C)s1	-2	13	2	4.7*	7	12	7	0	i
CSc1ccc(Cl)c(C(=O)OCC(=O)NCc2ccco2)c1	-9	-10	1	-0.5	-1	-3	4	-3	i
Cc1c(OC(C)C(=O)NCC(O)c2ccccc2)ccc2c3c(c(=O)oc12)CCC3 (stereo not given)	-1	-2	0	1.5	3	6	-5	3	i
O=C1c2ccccc2C(=O)N1OCCCN1C(=O)c2ccccc2S1(=O)=O	6	3	2	-0.7	6	4	-3	4	i
Cc1ccc(S(=O)(=O)N(CC(O)CN2CCCCC2)c2ccccc2)cc1 (stereo not given)	0	-5	0	-0.5	-5	-3	-2	0	i
CCC(Oc1ccc(F)cc1)C(=O)N1CCCCCCC1 (stereo not given)	-8	-3	-1	2.9	-4	11	1	3	i
COc1ccccc1N1CCN(C(=O)CCCCn2c(=O)[nH]c3ccsc3c2=O)CC1	-1	5	2	0.6	-3	10	0	6	i
CCCCn1nnnc1C(c1ccccc1)N1CCN(c2ccccc2)CC1 (stereo not given)	0	/	/	0.1	14	1	1	-1	/
O=C(CN(C(=O)c1csnn1)c1ccc(F)cc1)NCCc1ccccc1	0	23	-1	-0.8	1	7	0	1	i
COCCCN1C(=O)C(=O)/C(=C(/O)c2ccc(S(=O)(=O)N3CCCCC3)cc2)C1c1ccc(F)cc1 (stereo not given)	-12	-10	2	0.3	-5	0	2	/	i
Cn1c(=O)n(CC(=O)NCC2CCCO2)c(=O)c2c3c(sc21)CCCC3 (stereo not given)	-2	6	1	0.1	-5	-1	4	-1	i
CCCCCC(=O)N1C[C@H](O)[C@@H](n2cc(COC(=O)c3ccccc3)nn2)C[C@@H]1c1ccc(Cl)cc1	-3	15	-2	0.6	12	-6	5	-1	i
CC(CN1CCOCC1)OC(=O)COc1ccc(F)cc1 (stereo not given)	-3	12	-3	-0.6	-7	-20	6	11	i
Cc1cccc(CCNC(=O)Cc2ccc(NC3=NC4CS(=O)(=O)CC4S3)cc2)c1 (stereo not given)	-3	-106	6	0.1	-8	3	-1	-2	i
CCc1ccc(NC(=O)CNS(=O)(=O)c2c(C)noc2C)cc1	-12	1	1	0.8	-3	-5	0	-1	i
COc1ccc(C(=O)N(C)CCCC2CCCC2)cc1OC1CCN(C(C)C)CC1	-1	6	2	-0.7	-1	-3	-3	-5	i
O=C(Nc1cccc(S(=O)(=O)N2CCCCC2)c1)c1ccc2c(c1)OCO2	-3	-6	-3	0.5	10	1	-1	-4	i
O=C(Nc1ncn[nH]1)c1ccc(Cl)c(S(=O)(=O)N2CCCCCC2)c1	-15	6	2	-1.6	-29	11	1	0	i
O=C(N/N=C/c1cccc(Oc2ccccc2)c1)c1cccc(O)c1	-3	-13	5	0.5	9	-14	3	7	i
CCc1noc(C)c1C(=O)Nc1ccc(S(=O)(=O)N2CCCCC2)cc1	-3	-2	3	-0.9	4	0	-2	-4	i
CN(Cc1ccco1)C(=O)CC[C@H]1O[C@@H](n2ccc(=O)[nH]c2=O)[C@H](O)[C@@H]1O	-6	-6	5	-0.9	-8	-7	-2	5	i
CCCCN(CC)CCCNC(=O)C1c2ccccc2C(=O)N(C)C1c1cn(C)c2ccccc12 (stereo not given)	0	1	-1	0.7	-3	15	-4	-4	i
CCN(CC)C(c1ccc(F)cc1)c1nnnn1C1CCCCC1 (stereo not given)	-3	-4	-4	0.3	3	-1	-6	8	i
CC1CCN(c2ccc3nnc(CCC(=O)NCCCOC(C)C)n3n2)CC1	-3	-14	1	0.5	-4	-3	-6	2	i
N#CCCN(C(=O)COC(=O)c1cc(=O)c2ccccc2o1)c1ccccc1	4	18	2	-0.4	-6	8	-4	-1	i
Cn1cnnc1SCC(=O)Nc1ccccc1Sc1ccccc1	-1	-16	3	-0.5	-4	-10	-1	4	i
O=C(COc1cc(F)ccc1[N+](=O)[O-])Nc1cccc(Br)c1	-3	-18	1	0.8	1	1	5	2	i
CC(=O)c1ccc(OCc2ccc(C(=O)c3ccccc3)cc2)cc1	-1	11	-1	-1.7	26	-5	-7	-11	i
